High-throughput results deposited in PubChem BioAssay by National Center for Advancing Translational Sciences (NCATS).
D2 antagonist: antagonizes the human D2 dopamine receptor; P14416; HEK293 TREx D2 cells, calcium flux, dopamine EC80; inhibition, % at 10 µM; actives 2% (n = 340,000); in the data active means inhibition above about 30%; further: 0% is about no effect
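Dopamine at EC80 is the agonist stimulus; test compounds precede it by 180 s. Calcium flux read kinetically in a force-coupled, inducible HEK293 T-REx D2 cell line.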
PI4K2A block: inhibitors of human PI4K2A. purified PI4K2A, ADP-Glo luminescence, 1 h; active compounds read low. activity change, negative = inhibition, % at 76.9 µM. actives 0.13% (n = 420,000); in the data active means activity change below about -50%; inconclusive means mostly about -30% to -49%;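 further: -100% = wells without enzyme as full effect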
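Compounds are screened against recombinant PI4K2A using PI as substrate and ATP, the latter dispensed at 300 microM. Reactions run one hour at ambient temperature before ADP-Glo detection; full inhibition defined by wells lacking enzyme.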
TRHR agonist: agonists of human TRH receptor. P34981. TRHR cells, calcium flux fluo-8, FDSS agonist mode. activation, % at 2 µM. actives 0.18% (n = 360,000); in the data active means activation above about 30%; further: 0% is about no effect
Target sequence (P34981 whole entry, looked up): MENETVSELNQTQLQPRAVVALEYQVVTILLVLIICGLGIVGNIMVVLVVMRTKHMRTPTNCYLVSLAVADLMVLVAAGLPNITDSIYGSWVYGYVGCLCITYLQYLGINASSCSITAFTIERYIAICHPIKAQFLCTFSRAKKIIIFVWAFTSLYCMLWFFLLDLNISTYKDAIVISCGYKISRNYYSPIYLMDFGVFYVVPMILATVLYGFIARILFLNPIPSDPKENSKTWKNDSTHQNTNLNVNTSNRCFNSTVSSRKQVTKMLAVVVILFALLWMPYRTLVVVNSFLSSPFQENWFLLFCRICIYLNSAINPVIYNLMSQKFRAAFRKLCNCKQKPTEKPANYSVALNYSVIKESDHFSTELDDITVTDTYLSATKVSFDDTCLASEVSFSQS
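TRHR-expressing cells, plated overnight in medium with 10% serum, were loaded with fluo-8 calcium dye at room temperature. After a 10 s baseline, library compound was pin-added and calcium release was recorded kinetically (ex 480/em 530) as agonist response.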
TRHR enhancer: allosteric enhancers of human TRH receptor. TRHR cells, fluo-8 calcium fluorescence, EC20 TRH enhancement. actives 0.66% (n = 360,000). AID 493056. P34981. enhancement, % at 2 µM; in the data active means enhancement above about 30%; further: 0% is about no effect
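TRHR-expressing cells loaded with fluo-8 calcium dye were read kinetically (ex 480/em 530) during compound addition, then stimulated with an EC20 of TRH (10 nM final). Enhancement of the Gq-mediated intracellular calcium response was scored.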
USP1-UAF1 inh: blocks the human USP1/UAF1 deubiquitinase complex | O94782 | recombinant USP1/UAF1, Ub-Rhodamine cleavage fluorescence | Potency, µM (highest dose often 57.1 µM), inactives show at the top dose activity change, negative = inhibition, usual class: inhibitors | actives 0.23% (n = 390,000); further: potency means the concentration at half of the fitted maximal effect; on the % scale 0 is the no-effect control and ±100 the full control effect; nearly all actives have a fitted effect of over 60% in size; inactives centre near -12
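USP1/UAF1 complex (1 nM) preincubated 15 min at room temperature with compound, then Ub-Rho substrate (150 nM final) added. Kinetic fluorescence at 480/540 nm over 6 reads at 60 s intervals; 50 mM HEPES pH 7.8, 0.5 mM EDTA, 0.1 mg/ml BSA, 1 mM TCEP, 0.01% Tween-20.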
D2 ag: activates the human D2 dopamine receptor | activation, % at 2 µM | HEK293 T-REx D2 cells, calcium flux agonist mode | AID 485358 | P14416 | actives 0.53% (n = 340,000);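 active means activation over 3 SD above normal in the single-dose calcium agonist read, cut at about 30% in these data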; further: 0% is about no effect
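Calcium-flux readout, 1 cycle/sec over 180 s following compound pin transfer, in inducible HEK293 Trex D2 cells (force-coupled); dopamine controls included. Positive calcium responses during this window marked compounds as potential agonists.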
TrxR1 inh: blocks rat thioredoxin reductase 1 | O89049 | recombinant rTrxR1, NADPH fluorescence consumption, selenite substrate | Potency, µM (doses to about 114 µM), for inactives: at the top dose activity change, negative = inhibition, actives largely listed as inhibitors | actives 1% (n = 390,000) | AID 588453; further: potency means the concentration at half of the fitted maximal effect; on the % scale 0 is the no-effect control and ±100 the full control effect; nearly all actives have a fitted effect of over 65% in size
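Rat TrxR1 (90 nM in the dispensed reagent) was pre-reduced with 400 uM NADPH for 5 min at room temperature, then incubated with compound for 15 min. After 400 uM selenite was added, NADPH fluorescence (Ex 340/Em 450 nm) was followed for 8 min.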
mIDH1 inhibitor: inhibitors of human mutant IDH1 R132H; actives 0.093% (n = 390,000); IDH1-R132H enzyme, NADPH consumption, diaphorase/resazurin fluorescence; O75874; Potency, µM (doses to about 76.6 µM), without a hit: at the top dose activity change, negative = inhibition, hits mostly inhibitors; AID 602179; further: potency means the concentration at half of the fitted maximal effect; on the % scale 0 is the no-effect control and ±100 the full control effect; nearly all actives have a fitted effect of over 65% in size
Target sequence (O75874 whole entry R132H, stated change not applied): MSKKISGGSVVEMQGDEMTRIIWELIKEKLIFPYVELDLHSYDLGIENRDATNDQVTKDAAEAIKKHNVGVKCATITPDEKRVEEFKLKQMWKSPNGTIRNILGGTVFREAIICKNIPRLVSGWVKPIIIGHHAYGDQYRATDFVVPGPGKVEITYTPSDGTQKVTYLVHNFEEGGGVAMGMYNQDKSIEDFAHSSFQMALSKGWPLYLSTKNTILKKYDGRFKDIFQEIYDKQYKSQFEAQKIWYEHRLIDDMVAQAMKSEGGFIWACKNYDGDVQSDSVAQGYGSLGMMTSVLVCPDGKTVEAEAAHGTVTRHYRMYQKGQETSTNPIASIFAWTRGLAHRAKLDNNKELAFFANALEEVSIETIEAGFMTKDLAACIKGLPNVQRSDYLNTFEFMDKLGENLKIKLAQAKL
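IDH1-R132H (0.5 ug/mL) preincubated 30 min with compound, then NADPH (0.016 mM) and alpha-KG (2 mM) added; 80 min at RT, pH 7.5. Remaining NADPH coupled via diaphorase/resazurin to fluorescence (540/590 nm); concentration-response curves normalized to no-enzyme control.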
TrxR1 substrate: rat thioredoxin reductase 1 substrate activity. Potency, µM (series often up to 114 µM), for the others: at the highest dose activity change, negative = substrate turnover. purified TrxR1 substrate turnover, NADPH consumption readout. actives 0.01% (n = 390,000). O89049; further: potency means the concentration at half of the fitted maximal effect; on the % scale 0 is the no-effect control and ±100 the full control effect; nearly all actives have a fitted effect of over 50% in size
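Rat TrxR1, dispensed at 90 nM, was prereduced with 400 uM NADPH (final) for 5 min at ~22 deg C, then incubated with compound 15 min before 400 uM selenite. A first-read NADPH fluorescence drop versus no-compound background flagged substrates.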
* = called active by the depositor; u = inconclusive; x = not tested or not shown; & = joins results of further samples; [ ] = another dose, or the depositor's remark. Unless noted, the call rests on the fitted dose curve; in most records, active means well fitted inhibition curve with a large enough effect; inconclusive means small, poorly fitted or top-dose-only effect; inactive means no such curve, though single readings can be large or run the other way.

SMILES | D2 antagonist | PI4K2A block | TRHR agonist | TRHR enhancer | USP1-UAF1 inh | D2 ag | TrxR1 inh | mIDH1 inhibitor | TrxR1 substrate
Cc1ccc(CN2C(=O)c3ccccc3C2C(=O)NCc2cccnc2)cc1 (stereo unspecified) | -9 | -2 | -0.4 | -14 | u | 0.4 | 21% | -7% | 3%
CCOC(=O)NN=C1CCC(c2ccccc2)CC1 (stereo unspecified) | x | -2 | -0.7 | 1 | -5% | x | 12% | 0% | 9%
O=C(NCc1nc2ccccc2[nH]1)C1=C[C@@H](c2ccc(Br)cc2)C[C@@H](OCCCCO)O1 | 3 | -2 | 0.3 | 5 | -12% | -0.5 | 2% | -3% | -6%
O=c1c2c3n(c(=O)nc2[nH]n1-c1ccccc1)CCCCC3 | -6 | -2 | -0.5 | -3 | -14% | 6.2 | -3% | 12% | -9%
NCCCCCc1nnc(SCC(N)=O)o1 | 6 | -4 | 0.8 | 3 | u | 0.6 | 22%[57.1 µM] | 3% | 12%[57.1 µM]
CC(C)c1ccc(C(=O)CC2(O)C(=O)N(CN3CCOCC3)c3ccccc32)cc1 (stereo unspecified) | 12 | -8 | -0.7 | 0 | -13% | 0.2 | 4%[57.1 µM] | 4% | 8%[57.1 µM]
COc1ccc(OC)c(-c2nc(CN(C)C(C)c3ccncn3)c(C)o2)c1 (stereo unspecified) | -6 | -3 | -0.8 | 16 | -1% | 0.2 | -2%[57.1 µM] | -8% | 12%[57.1 µM]
Cc1sc2nc(COC(=O)c3c(F)cccc3F)[nH]c(=O)c2c1C | 2 | 2 | 0.8 | 2 | -3% | 1.7 | 27%[57.1 µM] | 5% | -5%[57.1 µM]
Cc1cc(C)n(CC(O)CN(c2cccc([N+](=O)[O-])c2)S(=O)(=O)c2ccccc2)n1 (stereo unspecified) | 0 | 0 | -1.0 | -5 | u | 0.3 | 34%[57.1 µM] | 9% | -10%[57.1 µM]
O=S(=O)(Nc1ccc(-c2cn3ccccc3n2)cc1)c1ccccc1 | 40* | 3 | -0.4 | 5 | -7% | -0.5 | -14% | 0% | -12%
Cn1cc([C@@H]2C[C@H]3CN(Cc4cccc(Cl)c4)C(=O)[C@]34CCCN24)c(-c2ccccc2)n1 | -6 | -19 | -0.8 | 4 | -19% | -0.3 | 12%[11.4 µM] | -4% | 9%[11.4 µM]
CCC(C(=O)OCC(=O)C1(O)CCC2C3CCC4=CC(=O)CCC4(C)C3C(O)CC21C)C(C)C (stereo unspecified) | x | -4 | x | x | -8% | x | 8% | 1% | -5%
CC(C)(Oc1ccc(Cl)cc1)C(=O)Nc1cccc(-c2cn3cccnc3n2)c1 | x | 0 | 0.0 | 0 | 4% | 0.6 | 50%[activator][57.1 µM] | 0% | 57%[activator][57.1 µM]
CCOC(=O)c1sc(-c2ccccc2)cc1NC(=O)Nc1ccc([N+](=O)[O-])cc1 | 0 | 5 | -0.2 | 4 | -7% | 0.0 | -8% | 6% | -12%
CCN(CC(=O)Nc1c(F)cccc1F)C(=O)c1ccc(C)c(S(=O)(=O)N2CCCCC2)c1 | 13 | 0 | -0.5 | -12 | -18% | -0.9 | 7%[57.1 µM] | -4% | -1%[57.1 µM]
Cc1c(-c2ccccc2)nc2ccccc2c1C(=O)OCC(=O)Nc1ncc(C(F)(F)F)cc1Cl | 30* | -2 | -0.1 | 2 | -12% | 0.4 | -17% | 4% | -14%
O=C(C1CCCN1C(=O)c1cccs1)N1CCc2ccccc21 (stereo unspecified) | 0 | 2 | -1.2 | -5 | -9% | 0.2 | 2% | 7% | 6%
CC(C)(C)c1cc(/C=N/NC(=O)Cc2nc3ccccc3[nH]2)cc(C(C)(C)C)c1O | -4 | 1 | -1.3 | 7 | -8% | -0.2 | -15% | -3% | 1%
Cc1cccc(NS(=O)(=O)c2cc3c(cc2C)n(C)c(=O)c(=O)n3C)c1 | 26 | 4 | 0.4 | 3 | -3% | 36* | 9%[57.1 µM] | 14% | -1%[57.1 µM]
Cc1ccc(S(=O)(=O)NCc2ccncc2)c(C)c1C | 7 | 0 | -0.6 | 12 | -6% | -0.7 | 29% | -6% | 3%
Cc1cccc(NCC(=O)N/N=C\c2ccccn2)c1 | 2 | 7 | -0.2 | -2 | -4% | 0.1 | 5%[57.1 µM] | -2% | 8%[57.1 µM]
COC(=O)c1ccc(OC(=O)c2ccc(OC)c(OC)c2)c(OC)c1 | -4 | -9 | 1.1 | 7 | -4% | -0.7 | -4% | 0% | -1%
COc1ccc(OC)c(N(CC(=O)N2CCN(Cc3ccccc3)CC2)S(C)(=O)=O)c1 | 1 | -6 | -0.2 | -7 | -8% | 0.5 | 19% | 7% | 5%
Cc1ccc2c(C)nc(/N=C(\N)NC(=O)N3c4ccccc4Sc4ccccc43)nc2c1 | -3 | 1&4 | 0.4 | 0 | -3%&-6% | 0.3 | 1%[57.1 µM] | 9%&2% | 7%[57.1 µM]
CCOC(=O)C(C)/C(C)=N/NC(N)=S (stereo unspecified) | 1 | -2 | 0.3 | 2 | -2% | -1.3 | 3% | -1% | 4%
NS(=O)(=O)c1cccc(NC(=O)Cn2nc(C(=O)O)c3ccccc3c2=O)c1 | -10 | -1 | -0.6 | 10 | -14% | x | -2% | -3% | -9%
CC(C)(C)S(=O)(=O)/C(C#N)=N/Nc1ccc(S(C)(=O)=O)cc1 | -12 | 2 | 0.7 | 5 | -17% | 0.1 | 12%[57.1 µM] | 5% | -2%[57.1 µM]
NS(=O)(=O)c1ccc(-n2nc(C(=O)O)cc2-c2ccc(Cl)cc2)cc1 | 3 | -5 | -0.1 | -12 | -7% | 1.3 | -5%[57.1 µM] | 0% | -4%[57.1 µM]
CC1CCCN(C(=O)CSc2nnc(-c3ccco3)n2C)C1 (stereo unspecified) | -1 | 2 | 0.4 | -11 | -10% | 0.1 | -2%[57.1 µM] | 5% | -5%
COc1ccc(CNc2ccc3c(c2)CCC3)cc1OC | -7 | x | 0.5 | -1 | x | 0.1 | x | x | x

Quoted at random: six entries already listed, in no set order.
SMILES | D2 antagonist | PI4K2A block | TRHR agonist | TRHR enhancer | USP1-UAF1 inh | D2 ag | TrxR1 inh | mIDH1 inhibitor | TrxR1 substrate
CC(C)(C)S(=O)(=O)/C(C#N)=N/Nc1ccc(S(C)(=O)=O)cc1 | -12 | 2 | 0.7 | 5 | -17% | 0.1 | 12%[57.1 µM] | 5% | -2%[57.1 µM]
CC1CCCN(C(=O)CSc2nnc(-c3ccco3)n2C)C1 (stereo unspecified) | -1 | 2 | 0.4 | -11 | -10% | 0.1 | -2%[57.1 µM] | 5% | -5%
NS(=O)(=O)c1cccc(NC(=O)Cn2nc(C(=O)O)c3ccccc3c2=O)c1 | -10 | -1 | -0.6 | 10 | -14% | x | -2% | -3% | -9%
CCOC(=O)C(C)/C(C)=N/NC(N)=S (stereo unspecified) | 1 | -2 | 0.3 | 2 | -2% | -1.3 | 3% | -1% | 4%
Cc1cccc(NCC(=O)N/N=C\c2ccccn2)c1 | 2 | 7 | -0.2 | -2 | -4% | 0.1 | 5%[57.1 µM] | -2% | 8%[57.1 µM]
NS(=O)(=O)c1ccc(-n2nc(C(=O)O)cc2-c2ccc(Cl)cc2)cc1 | 3 | -5 | -0.1 | -12 | -7% | 1.3 | -5%[57.1 µM] | 0% | -4%[57.1 µM]

Further entries
SMILES | D2 antagonist | PI4K2A block | TRHR agonist | TRHR enhancer | USP1-UAF1 inh | D2 ag | TrxR1 inh | mIDH1 inhibitor | TrxR1 substrate
CC(C)CCNS(=O)(=O)c1ccc(N2CCCCS2(=O)=O)cc1 | x | 1 | 0.7 | -2 | 5% | x | 7%[57.1 µM] | 0% | 1%[57.1 µM]
CCOC(O)[C@H]1N[C@@H](c2ccc(Cl)cc2)[C@@H]([N+](=O)[O-])[C@@H]1c1ccccc1 (stereo partly specified) | 5 | 3 | 0.2 | 4 | -23% | -0.3 | -2% | -4% | -3%
O=C(Nc1ccccc1)c1ccc(OC(=O)c2cc3ccccc3o2)cc1 | 16 | 11 | 1.2 | 6 | -13% | -0.6 | 8%[57.1 µM] | 1% | 13%[57.1 µM]
CC1(C)NC(=O)N(CC(=O)Nc2cc(S(=O)(=O)N3CCOCC3)ccc2N2CCOCC2)C1=O | -11 | x | 0.4 | 2 | x | 2.3 | x | x | x
O=C(NCCCn1ccnc1)c1cccc(S(=O)(=O)Nc2ccccc2F)c1 | 3 | -1 | -0.5 | 5 | -12% | -0.4 | 17% | 0% | 5%
OCCNc1cc(-n2nc(-c3ccccc3)cc2-c2ccccc2)ncn1 | -2 | -3 | -0.9 | 7 | -21% | -1.4 | 3%[57.1 µM] | 7% | 8%[57.1 µM]
O=C1OCC/C1=C\c1ccc2c(c1)OCO2 | 9 | -15 | 0.4 | 9 | -16% | -0.1 | -2% | -1% | -1%
CCOc1ccc(-c2ccc(SCC(=O)N3CCN(c4ccccc4)CC3)nn2)cc1 | 18 | x | 0.0 | -3 | x | -0.9 | x | x | x
CC1CCCN(CCCNC(=O)c2cc3c(s2)-c2ccccc2OC3)C1 (stereo unspecified) | -24 | -21 | 0.4 | -4 | -25% | 0.8 | u | 0% | 630%[activator]
CC(C)Cc1nn2c(=O)cc(COC(=O)c3ccc(NC(=O)c4cccs4)cc3)nc2s1 | x | -2 | -1.6 | -1 | -21% | -2.6 | 2%[57.1 µM] | -7% | -6%[57.1 µM]
COc1ccc(C2(C)NC(=O)N(CC3CCCCC3)C2=O)cc1 (stereo unspecified) | -7 | -1 | 0.0 | -5 | -17% | -0.8 | 1%[57.1 µM] | 7% | 2%[57.1 µM]
O=C1OC(/C(=C\Nc2ccccc2)[N+](=O)[O-])c2ccccc21 (stereo unspecified) | x | -8 | 0.0 | -4 | 6% | x | u | -7% | -10%

Compounds were not picked by outcome; 3.9% or so of the library scored in one or more.
